Mito fusion yeast: inhibitors of mitochondrial division or activators of mitochondrial fusion | S. cerevisiae fusion-defective mutant growth rescue, CellTiterGlo 48 h | Potency, µM (top dose mostly 46.1 µM), inactives show at the top dose growth rescue (activation), usual class: activators | 0.23% of 320,000 active | AID 485298;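 note: potency is the fitted concentration of half-maximal effect; % of control where 0% means no effect; nearly all actives have a fitted effect of over 45% in size; temperature-sensitive fusion mutants such as fzo1-1 at 37 °C on non-fermentable ethanol glycerol medium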
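Temperature-sensitive fusion-defective S. cerevisiae (e.g. fzo1-1, mgm1-5) were grown with compound in YPEG medium (3% ethanol, 3% glycerol) for 48 hours at 37C. Growth rescue was measured as viability by CellTiterGlo luminescence after 10 minutes at ambient.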
BCR signal inh: blocks chronic active B-cell receptor signaling; ABC-DLBCL IkBa-CBG/CBR reporter, luminescence ratio, 4 h; Potency, µM (titrated, usually from 46.1 µM), for inactives: top-dose ratio change, negative = lower green/red ratio, actives largely listed as inhibitors; 0.05% of 340,000 active; AID 493014; active = well fitted inhibition curve with a large enough effect in the signal ratio, with a control signal flat, not every such curve was filed as active; inconclusive = small, poorly fitted or top-dose-only effect, or effect the other way, or a change in a side signal; the % refers to the signal ratio;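 note: potency is the fitted concentration of half-maximal effect; plate controls were basal doxycycline-induced cells for no effect and cells given 10 µM MG132 for full effect; MG132 reads +100%, hits lower the ratio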
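Doxycycline induced both beetle luciferases in TMD8 lymphoma cells; IKK-driven degradation limits the IkappaBalpha-fused green signal, while red luminescence normalises for cell number and nonspecific effects. Compounds tested up to 46 uM, 4 hrs.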
MBNL1 CUG block: MBNL1-poly(CUG) RNA binding inhibition; TR-FRET MBNL1-His/biotin-(CUG)12 binding, 665/545 ratio; Potency, µM (titrated, usually from 57.5 µM), inactives show at the top dose activity change, negative = inhibition, usual class: inhibitors; 0.036% of 280,000 active; active = well fitted inhibition curve with a large enough effect in the signal ratio, with a control signal flat, not every such curve was filed as active; inconclusive = small, poorly fitted or top-dose-only effect, or effect the other way, or a change in a side signal; inactive = no such curve, though single readings can be large or run the other way; the % refers to the signal ratio; note: potency is the fitted concentration of half-maximal effect; % is set by controls: 0 for no effect and ±100 for the full control effect
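Compounds (final 92 nM to 58 uM) are added to His-tagged MBNL1 and biotin-(CUG)12, then terbium anti-His antibody and streptavidin-XL665 (5 nM final). After 60 min at room temperature, the 665/545 nm ratio is read.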
GALK inhibitor: inhibitors of human galactokinase; 0.007% of 270,000 active; P51570; AID 1868; Potency, µM (doses to about 57.5 µM), for the others: top-dose activity change, negative = inhibition, most hits filed as inhibitors; Purified GALK, Kinase-Glo residual ATP luminescence; note: potency is the fitted concentration of half-maximal effect; % is set by controls: 0 for no effect and ±100 for the full control effect
Target sequence (P51570 whole entry, looked up): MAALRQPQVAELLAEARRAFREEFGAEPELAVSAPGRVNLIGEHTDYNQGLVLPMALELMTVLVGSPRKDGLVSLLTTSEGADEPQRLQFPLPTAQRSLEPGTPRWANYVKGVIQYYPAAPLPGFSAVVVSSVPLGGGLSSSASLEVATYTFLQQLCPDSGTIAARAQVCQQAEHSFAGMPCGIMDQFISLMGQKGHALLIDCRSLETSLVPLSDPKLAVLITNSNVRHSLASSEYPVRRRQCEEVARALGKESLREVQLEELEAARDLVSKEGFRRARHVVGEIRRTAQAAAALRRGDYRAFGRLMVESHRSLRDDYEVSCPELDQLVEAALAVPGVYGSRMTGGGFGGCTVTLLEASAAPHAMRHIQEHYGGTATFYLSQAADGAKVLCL
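5 nM enzyme, 35 uM ATP, 100 uM galactose, 20 mM HEPES pH8.0, 5 mM MgCl2; 1 h RT; residual ATP by Kinase-Glo Plus luminescence, qHTS format.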
TSHR antag: antagonists of human thyroid stimulating hormone receptor; P16473; TSHR-expressing cells, TSH-stimulated cAMP HTRF, 2 h; stronger effect = lower value; activity change, negative = inhibition, % at 11.5 µM; 0.2% of 330,000 active; AID 504810;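 active = activity change below a set negative limit, meaning inhibition stronger than a set level, cut at about -70% in these data; inconclusive = activity change between two set negative limits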; note: % is set by controls: 0 for no effect and ±100 for the full control effect
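Inhibition of cAMP made by TSHR-expressing cells under TSH stimulation (4nM final, EC80; 2 h, 37 deg C) is quantified with a one-step lysis HTRF kit, anti-cAMP cryptate versus cAMP-d2.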
Menin MLL FP TR: inhibitors of human menin-MLL interaction, mutant MLL peptide; O00255; Menin + Texas Red MLL mutant peptide, fluorescence polarization; Potency, µM (highest dose often 61.6 µM), for the others: at the highest dose FP activity change, negative = inhibition, most hits filed as inhibitors; 0.23% of 270,000 active; active = well fitted inhibition curve with a large enough effect in the polarisation, with a control signal flat, not every such curve was filed as active; inconclusive = small, poorly fitted or top-dose-only effect, or effect the other way, or a change in a side signal; inactive = no such curve, though single readings can be large or run the other way; the % refers to the polarisation; note: potency is the fitted concentration of half-maximal effect; % of control where 0% means no effect; many of its hits are not listed in these tables
S-ASM inh: inhibitors of human secretory acid sphingomyelinase | AID 504937 | placental ASM, HMU-PC fluorogenic substrate, 60 min | 0.006% of 340,000 active | P17405 | Potency, µM (titrated, usually from 57.5 µM), without a hit: at the highest dose activity change, negative = inhibition, usual class: inhibitors; note: potency is the fitted concentration of half-maximal effect
Target sequence (P17405 47-631 limits assumed): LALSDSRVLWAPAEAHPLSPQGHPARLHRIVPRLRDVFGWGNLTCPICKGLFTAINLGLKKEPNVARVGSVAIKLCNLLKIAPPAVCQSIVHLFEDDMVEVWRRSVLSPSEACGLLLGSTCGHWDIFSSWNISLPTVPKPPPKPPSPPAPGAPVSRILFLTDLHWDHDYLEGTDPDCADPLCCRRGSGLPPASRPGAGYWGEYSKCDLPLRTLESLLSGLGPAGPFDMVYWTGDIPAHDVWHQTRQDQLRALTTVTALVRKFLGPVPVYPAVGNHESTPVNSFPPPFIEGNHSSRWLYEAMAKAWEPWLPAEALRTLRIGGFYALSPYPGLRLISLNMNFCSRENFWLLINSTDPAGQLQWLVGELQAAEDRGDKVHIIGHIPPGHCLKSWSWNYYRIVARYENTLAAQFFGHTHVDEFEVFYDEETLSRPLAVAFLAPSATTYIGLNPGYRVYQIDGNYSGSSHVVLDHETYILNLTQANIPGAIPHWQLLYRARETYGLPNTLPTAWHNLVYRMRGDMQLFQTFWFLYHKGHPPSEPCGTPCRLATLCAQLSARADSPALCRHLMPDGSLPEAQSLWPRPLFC
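Steps: dispense placental human ASM, pin compound, wait 10 min at room temperature, add HMU-PC0 substrate at 9 uM final, incubate 60 min at 37 °C, add stop solution raising pH to 10, read fluorescence.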
PKM2 activator: activators of human pyruvate kinase M2. Potency, µM (titrated, usually from 57.5 µM), for the others: top-dose activation, hits mostly activators. AID 1631. P14618. purified PKM2, Kinase-Glo ATP luminescence, activation; response scale: 0% is enzyme alone, no compound. 0.34% of 260,000 active; note: potency is the fitted concentration of half-maximal effect; % is set by controls: 0 for no effect and ±100 for the full control effect; nearly all actives have a fitted effect of over 55% in size
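Purified hPK-M2 (>95% pure) converted ADP (0.1 mM final) to ATP with 0.5 mM PEP in 50 mM imidazole pH7.2, KCl, MgCl2, Tween 20, BSA; 1 h at room temperature. ATP detected by Kinase-Glo luminescence.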
USP2a inh: USP2a (human) protease inhibition; O75604; USP2 core, Ub-CHOP2 coupled fluorogenic reporter, 485/531; Potency, µM (titrated, usually from 38.3 µM), for inactives: at the top dose activity change, negative = inhibition, usual class: inhibitors; 0.01% of 330,000 active;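 note: potency is the fitted concentration of half-maximal effect; plate controls were DMSO wells for no effect and full inhibition by NEM control for full effect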
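Cell-free coupled assay: 10nM USP2 core preincubated 30min RT with compound in Tris-HCl pH 8.0/CaCl2/CHAPS buffer, then 25nM Ub-CHOP2 and 25nM reporter substrate; fluorescence (Ex 485/Em 531) read after 60min RT, normalized to NEM inhibition, concentration-response curves fitted.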
Eya2 inh: inhibitors of human Eya2 phosphatase activity | O00167 | recombinant Eya2, OMFP fluorescence dephosphorylation (OMFP is methylfluorescein phosphate) | Potency, µM (series often up to 76.9 µM), for inactives: top-dose activity, negative = inhibition, most hits filed as inhibitors | 0.006% of 330,000 active | AID 488837; note: potency is the fitted concentration of half-maximal effect; % is set by controls: 0 for no effect and ±100 for the full control effect
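Eya2 (0.2 uM) preincubated 10 min at ambient with compound, then OMFP substrate added at 50 uM; 10 min reaction in 50 mM HEPES pH 7.5, 50 mM NaCl, 5 uM MgCl2, 0.05% BSA, 1 mM DTT. Fluorescence read at Ex 485/Em 525 nm.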
KCNH2 WT inh: inhibitors of human wildtype KCNH2 potassium channel | 0.37% of 340,000 active | activity change, % at 1.84 µM | AID 720551 | U2OS, BacMam KCNH2, thallium flux FluxOr; stronger effect = lower value | Q12809;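 active = maximum activity change below -70%; inconclusive = maximum activity change between -70% and -50%; inactive = maximum activity change above -50%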; note: % is set by controls: 0 for no effect and ±100 for the full control effect
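U2OS cells were transduced with wild-type KCNH2 virus (2.03 x 10^8 / mL) for 4 h at room temperature, then cultured overnight at 37 C. Thallium flux was read with FluxOr dye. Rate constants were normalized to DMSO controls.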
* = called active by the depositor; i = inactive; ? = inconclusive; / = no result given; [ ] = remark or other dose. Unless noted, calls come from the whole dose curve; as a rule, active = well fitted curve in the direction sought with a large enough effect; inconclusive = small, poorly fitted or top-dose-only effect, or another doubt; inactive = no such curve, though single readings can be large; an effect the other way counts as inactive or inconclusive.

SMILES | Mito fusion yeast | BCR signal inh | MBNL1 CUG block | GALK inhibitor | TSHR antag | Menin MLL FP TR | S-ASM inh | PKM2 activator | USP2a inh | Eya2 inh | KCNH2 WT inh
O=C(CN(Cc1ccccc1)S(=O)(=O)c1ccccc1)N/N=C/c1ccccc1C(=O)O | 2% | -2% | -27% | 0% | -9 | 35%[activator] | 4% | -4% | 1% | 3% | i
Cc1sc(NC(=O)COc2ccccc2)c(C#N)c1-c1ccccc1 | -2% | -9% | / | 1% | -22 | 29% | -6% | 5% | 0% | -5% | -16
CCc1ccc(NC(=O)C(C)OC(=O)/C=C/c2cccc([N+](=O)[O-])c2)cc1 (stereo unspecified) | -8% | -1% | -8% | 2% | 3 | 17% | 5% | 8% | 0% | 4% | 4
COc1ccc(CN2CCNC(=O)C2CC(=O)N2CCc3ccccc3C2)c(OC)c1 (stereo unspecified) | 3% | -5% | -5% | 5% | 3 | -11% | -3% | 0% | 1% | -8% | 2
COc1ccc(S(=O)(=O)N2CCOCC2)cc1NC(=O)CSc1ccccc1 | -2% | 1% | -4% | -2% | 6 | 6% | 0% | -2% | 1% | 2% | 12
c1cc2c3c(cccc3c1)C(N1CCOCC1)=N2 | -4% | -9% | ? | -2% | 0 | / | -6% | -9% | 9% | 1% | 11
COc1ccc(NC(=O)C2CCCN2S(=O)(=O)c2ccc(F)cc2)cc1 (stereo unspecified) | 0% | 3% | -3% | 1% | -12 | 6%[11.7 µM] | -1% | 2% | -1% | 9% | -2
Cc1cc(NC(=O)CCC(=O)N(Cc2ccco2)C(C(=O)NC2CCCCC2)c2cccs2)no1 (stereo unspecified) | 2% | ? | -7% | -2% | -8 | -11% | -3% | 1% | 4% | 4% | 4
S=C(NCc1ccc(Cl)cc1)NCc1ccco1 | -10% | ? | 7% | -6% | 4 | 8% | -2% | 0% | 0% | 5% | -6
CC1CN(C(=O)c2ccc(COc3ccccc3Br)o2)CC(C)O1 (stereo unspecified) | -5% | 2% | -7% | 2% | -14 | -12% | 1% | ? | -3% | -1% | i
CC(O/N=C\c1ccccc1O)C(=O)Nc1ccccc1C(=O)N1CCOCC1 (stereo unspecified) | 12% | -2% | -4% | 0% | 19 | -14% | 26% | 0% | -7% | 3% | -1
Fc1cccc(Nc2nc3ccccc3n3cnnc23)c1 | 29% | ? | 13% | 1% | -10 | 17% | -3% | / | 5% | 4% | /
Cn1c2c(c(=O)n3ncnc13)CCCC2 | 0% | -1% | 5% | 1% | 10 | / | -2% | 1% | 5% | 0% | -5
CC(C)c1nc(CNC(=O)C2CCC(=O)N(Cc3ccc(Cl)cc3)C2)no1 (stereo unspecified) | -2% | 0% | -4% | 5% | 13 | / | 5% | / | -4% | -23% | -3
CCSc1nc(C2CC2)cc(-c2cccs2)c1C#N | 4% | 27% | 1% | -1% | -21 | -1% | -7% | -6% | 8% | ? | -3
NC(=O)c1nsc(C(=O)N(CC(=O)NC2CCCCC2)c2cccc(F)c2)c1N | 0% | ? | 20% | 0% | -2 | -3% | 69%[activator][11.5 µM] | / | -9% | -5% | -1
CC(C)(C)C(=O)NNC(=O)c1cc(C(C)(C)C)nn1Cc1ccccc1 | -3% | ? | 7% | / | 4 | / | 6% | 1% | 0% | 3% | -2
N#C/C=C(/N)c1ccc(Br)cc1 | 3% | ? | -6% | 0% | 1 | 6% | 3% | -3% | -2% | -2% | -1
CCCN(CCO)Cc1cccc(Oc2ccccc2)c1 | -4% | 5% | -2% | 0% | 18 | -19% | -1% | 3% | -1% | 14% | 5
CCCCCCn1c2c(c(=N)c3c1CCC3)CCC2 | 3% | 2% | 4% | 3% | -24 | -29% | 1% | -12% | 2% | -1% | -17
Cc1ccccc1Nc1nc(N)nc(COC(=O)C(NC(=O)c2ccco2)C(C)C)n1 (stereo unspecified) | 3% | ? | -10% | 2% | 1 | 2% | 1% | -2% | 2% | 8%[15.4 µM] | 3
CCc1ccc(N2CC(C(=O)OCC(=O)NNC(=O)c3ccccc3)CC2=O)cc1 (stereo unspecified) | 0% | 2% | / | / | -3 | / | / | / | 4% | -25% | 3
Cc1cc2cc(CNC(=O)Cc3ccc([N+](=O)[O-])cc3)ccc2n1C | -6% | 2% | 85%[activator] | -1% | 1 | ? | 8% | 0% | 12% | 0% | 0
CCCc1cc(NCCCn2ccnc2)n2nc(C)c(-c3ccccc3)c2n1 | 4% | ? | / | -4% | -11 | / | 12% | 4% | 2% | 12% | 16
CCOC(=O)c1ccc(NS(=O)(=O)c2cnc[nH]2)cc1 | 0% | 3% | -8% | 0% | 2 | -9% | 0% | 1% | 0% | 2% | 2
O=C(CCC(=O)N(CC(=O)NC1CCCC1)Cc1ccc2c(c1)OCO2)Nc1ccccn1 | -5% | -1% | -14% | 0% | 18 | -5% | 2% | -6% | 2% | -2% | -7
CC(=O)CCN1CCOCC1 | 0% | 3% | -12% | 0% | 18 | 0% | -1% | -1% | -2% | 8% | 2
CC1(OC(=O)C2CCCC2)C(=O)C=C2C=C(c3ccsc3)N(Cc3ccc4c(c3)OCO4)C=C2C1=O (stereo unspecified) | 16% | 1% | ? | 4% | 1 | -9%[11.7 µM] | 12% | -7%[11.5 µM] | 7% | 1% | 9
COc1ccc2c(c1OC)C(=O)N(c1ccc(C)cc1)C2=O | -2% | 1% | 24% | 2% | -4 | -27% | -7% | -3% | -1% | -10% | -9
Cc1cc(C)c2cc(C(c3nnnn3CC3CCCO3)N3CCN4CCCC4C3)c(=O)[nH]c2c1 (stereo unspecified) | 4% | 3% | 0% | 0% | 2 | -1% | 2% | -1% | -1% | 3% | -12
COC(=O)c1cc(S(=O)(=O)NCc2cc(OC)c(OC)c(OC)c2)cn1C | -3% | -10% | -2% | 0% | -5 | 14% | 1% | -6% | 2% | -2% | -11
O=C(NCc1n[nH]c(=S)n1-c1ccccc1)c1ccc(S(=O)(=O)N2CCCCC2)cc1 | -1% | -2% | -7% | 3% | 4 | 2% | 0% | -17% | 1% | -14% | 6
Cc1cc(C)c2c(=O)n(CC(=O)Nc3cccc(Cl)c3C)sc2n1 | -23% | -3% | -6% | -2% | -7 | / | -3% | 3.2µM* | -1% | 8% | -17
CNC(=O)C(=O)N/N=C/c1ccc(Br)cc1 | 4% | ? | 13% | -1% | -3 | ? | 0% | 0% | -2% | 5% | -3
COc1ccc(-c2nnc(NC(=O)CSc3ccc(C)cc3)s2)cc1OC | -4% | ? | / | 1% | 7 | 4% | 0% | -6% | 3% | -5% | -7
COc1ccc(-n2c(C)cc(C(=O)COC(=O)c3cc(NC(=O)c4cccs4)c(OC)c(OC)c3)c2C)cc1 | -4% | 4% | -1% | 0% | -6 | -2% | -21% | -4% | -7% | 6% | -20
Cc1ccc(C(=O)NC(C)c2ccc3c(c2)OCO3)s1 (stereo unspecified) | 2% | ? | -4% | 1% | 1 | 0% | -2% | -1% | 9% | -21% | /
Cn1c(=O)c(=O)n(C)c2cc(N3CCCC3)c(NS(=O)(=O)c3ccc(Cl)cc3)cc21 | 10% | -1% | 16% | -5% | -3 | -22% | 6% | / | 1% | -2% | -6
CCOc1ccccc1Nc1ccc(C(=O)O)cc1[N+](=O)[O-] | -1% | ? | ? | 0% | -13 | -9% | 2% | -5% | -2% | -3% | 4
CCOC(=O)c1c(NC(=O)C(NCCN(C)C)c2ccccc2)sc2c1CCCC2 (stereo unspecified) | -36%[inhibitor] | ? | -3% | -2% | -3 | ? | -10% | / | -1% | -17% | -1
CC(C(=O)O)N1C(=O)CSC1=S (stereo unspecified) | -1% | 2% | -4% | 1% | -9 | ? | 5% | -11% | 4% | 15% | -20
COc1ccc(N2CCCn3c2nc2c3c(=O)n(CCc3ccccc3)c(=O)n2C)cc1 | 7% | -2% | 4% | 0% | 14 | 3% | -3% | 5% | 2% | -17% | 10

Source: PubChem BioAssay (National Center for Advancing Translational Sciences (NCATS))

This is a subset; the hit share may differ from the screen's.
